Compound activity: PubChem, Broad Institute
Statin myotox sup – suppressors of statin myotoxicity in C2C12 myotubes, primary screen, cell-based, single point, plate reader; C2C12 myotubes + simvastatin, ATP luminescence, 48 h; scaled: DMSO 0, geranylgeraniol control 100; rescue of ATP level, % at 7.49 µM; 330,000 tested, 0.78% active; AID 602340, 2012;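 active = mean ATP rescue above about 67%, or every replicate alone reaching that limit, limit read from the data, passing the limit was not always enough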;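 also: myotubes were challenged with 10 µM simvastatin during compound exposure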
miR122 inh – miR-122 Renilla sensor signal increase in Huh7, primary screen, miR-122 inhibitor project, cell-based, single point, plate reader | Huh7 miR-122 Renilla luciferase sensor, 48 h; neutral wells = 0, positive control = 100 | 340,000 tested, 0.3% active | AID 602342, 2012 | activation (reporter increase), % at 12.5 µM;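 active = mean replicate activation score at least 90 and every replicate individually at or above 90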;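 also: higher luciferase means less miR-122 activity so hits act as miR-122 inhibitors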
F508del corr – F508del CFTR correction, initial screen, CFBE line, single point; CFBE cells, YFP halide quenching; stimulated with forskolin plus potentiator P3; % fluorescence drop versus neutral controls; activity (quench increase), % at 7.58 µM; 350,000 tested, 0.36% active; AID 720511, 2013;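 active = mean added fluorescence quench of at least 8% versus neutral control, with both replicates also reaching 8%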;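 also: cells transiently co-express mutant CFTR-F508del with the halide-sensitive YFP; corrector assay measuring rescue of mutant channel to the surface after 24 h compound exposure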
PglD DTNB – C. jejuni PglD acetyltransferase inhibitors, primary screen, biochemical, DTNB colorimetric, single point | AID 602405, 2012 | UDP-N-acetylbacillosamine N-acetyltransferase PglD (Campylobacter jejuni) | 360,000 tested, 0.098% active | inhibition, % at 12.5 µM | purified PglD enzyme, DTNB colorimetric CoA detection; in the data active = inhibition above about 16%, passing the limit was not always enough; also: strong numbers were not always called active
PGC1a acetyl inh – inhibitors of PGC1a acetylation signal, primary screen, cell-based, U2OS, AlphaScreen, inhibitor mode. AlphaScreen anti-acetyl-lysine; with virally co-expressed GCN5 acetyltransferase. 350,000 tested, 0.17% active. inhibition, % at 15.6 µM;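 active = every replicate shows inhibition of at least 40%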;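 also: 0% = neutral control wells and 100% = positive control wells; some results beyond the cut were filed as inactive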
FN deposition inh – inhibitors of fibronectin matrix deposition, primary screen, AH1F cells, Alexa488-fibronectin fluorescence, plate reader | AH1F fibroblasts, overnight | inhibition, % at 12.6 µM | 350,000 tested, 0.086% active | AID 743247, 2014;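 active = mean inhibition across replicates of 30% or more, regardless of how many single replicates reach that level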;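 also: positive control wells lacked labelled fibronectin entirely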
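Assay system: AH1F fibroblast monolayer, labelled fibronectin deposition. Amount: 10000 cells per well. Also added: labelled fibronectin 24 nM. Compound: single-point pinned compound. Incubation: cell attachment 1 h, compound and FN exposure overnight. Detection: fluorescence after three HBSS washes, excitation 485 nm, emission 525 nm. Read-out: inhibition of fibronectin deposition signal.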
GSIS activator – GLuc luminescence reporter in INS-1E cells, primary screen for activators of glucose-dependent secretion of insulin; INS-1E GLuc reporter insulin secretion, 2-3 h; activation, % at 16.6 µM; 370,000 tested, 0.61% active; AID 743287, 2014;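 active = lowest replicate activation of at least 40%, so every replicate reaches that level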;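 also: 0% = median of neutral control wells and 100% = median of IBMX positive control wells; some compounds called inactive have numbers as strong as hits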
Cneo AK release – Cryptococcus neoformans cell lysis inducers, primary screen, AK release luminescence, single concentration; C. neoformans lysis, adenylate kinase release luminescence, 4 h; normalised: neutral wells 0, clomiphene wells 100; lysis activity, % at 15 µM; 360,000 tested, 0.2% active; AID 651654, 2012;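 active = mean lysis activity across replicates of at least 80%, whatever share of replicates individually reach that level; inactive = mean lysis activity below 80%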
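Material – Cryptococcus neoformans yeast cells · Quantity – 5 × 10^6 yeast cells/mL · Buffer or medium – YPD medium · Compound – single dose · Timing – 4 h static compound exposure, 37 °C, read 1 h post-reagent · Signal – adenylate kinase release luminescence · Read-out basis – lysis from increased AK signal · Benchmarks – Clomiphene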
Active calls of the source: *; / = no result given; [ ] = dose if it differs, or a comment.

| molecule | Statin myotox sup | miR122 inh | F508del corr | PglD DTNB | PGC1a acetyl inh | FN deposition inh | GSIS activator | Cneo AK release |
| --- | --- | --- | --- | --- | --- | --- | --- | --- |
| O=C(NC1CCCCC1)N1Cc2cc(N3CCCCC3)ccc2-n2nncc2C1 | 0.7 | 28.5 | 1.3 | 6.4 | -17.8 | -0.4 | -8.4 | 8.9 |
| C[C@]12CC[C@H](O)C[C@@H]1CC[C@@H]1[C@@H]2CC[C@]2(C)C(=O)CC[C@@H]12 | -5.2 | 0.0 | 1.2 | 7.3 | -9.6 | -4.5 | / | -3.4 |
| CCOC(=O)C1(CCOc2ccccc2)CCN(C(C)CSC)CC1 (centres undefined) | 11.4 | 6.3 | 2.0 | 3.5 | -7.3 | -5.2 | -13.8 | -3.8 |
| O=C(Cc1cccnc1)N1CCCCN2[C@H](CO)[C@H](c3ccc(/C=C/c4ccccc4)cc3)[C@@H]2C1 | / | -2.1[16.7 µM] | -1.3 | -1.8 | 0.7 | / | 1.6 | -0.8 |
| CN(C)CC1CSCCC1(O)c1ccc(Cl)cc1 (centres undefined) | 3.9 | 0.6 | / | -0.5 | -8.7 | -2.1 | / | 3.1 |
| COC(=O)[C@@H]1[C@@H](CO)[C@@H]2Cn3c(ccc(-c4ccc(F)cc4)c3=O)[C@H]1N2C(C)=O | -6.7 | -2.6[16.7 µM] | -0.8 | 0.6 | / | / | 1.9 | -0.7 |
| CCOC(=O)c1[nH]c2ccc(OC)cc2c1C(SCC(=O)O)c1ccc(C(F)(F)F)cc1 (centres undefined) | 11.4 | -14.6 | -2.5 | -7.3 | 3.6 | -0.5 | -20.8 | -2.0 |
| c1ccc(N2Cc3ccccc3-n3nncc3C2)nc1 | 5.9 | 2.6 | -3.8 | -1.7 | 7.8 | -6.1 | -3.5 | 0.1 |
| COc1ccc(Cl)cc1NC1=NCC(C)S1 (centres undefined) | / | 0.0 | / | 0.8 | / | 2.4 | / | -1.5 |
| COC(=O)C(O)(c1ccc(NC(=O)c2cccs2)c(C)c1)C(F)(F)F (centres undefined) | -0.2 | -0.6 | 1.4 | -2.1 | -9.4 | -5.9 | -3.5 | -2.0 |
| CCCSc1nc(O)c(CC)c(=O)n1C(C)CC (centres undefined) | -17.5 | -6.4 | / | 4.2 | -7.5 | -5.5 | 14.7 | 1.3 |
| O=C(Cc1ccccc1)N1CCCCN2[C@@H](CO)[C@H](c3ccc(-c4ccccc4)cc3)[C@@H]2C1 | / | -6.1[16.7 µM] | -2.3 | 3.3 | -4.9 | / | -4.3 | 5.7 |
| CC1CCCCN1CC(=O)c1ccc2cc[nH]c2c1 (centres undefined) | 7.2 | 2.5 | -0.3 | -5.9 | 3.6 | 3.4 | -22.2 | 0.3 |
| Cc1ccc(C2=NC(C)(C)N3C2C3c2ccc([N+](=O)[O-])cc2)cc1 (centres undefined) | / | -1.1 | / | -3.7 | / | -0.6 | -6.3 | -0.7 |
| COc1c(/C=C2/C(=O)NC(=O)N(C)C2=O)c(CCN(C)C(=O)c2ccccc2)cc2c1OCO2 | -4.4 | -12.5 | -7.8 | 0.0 | -12.2 | / | / | -3.4 |
| COC(=O)C1=C(c2ccc(F)cc2OCc2ccccc2)C[C@@H]2CC[C@H]1N2C(=O)NCc1ccco1 | -7.6 | -5.9 | -0.4 | 2.3 | -6.9 | -16.8 | -20.7 | 6.7 |
| O=C1NC(=O)N(Cc2ccccc2)C(=O)/C1=C/N1CCCc2ccccc21 | / | / | 0.1 | 0.1 | / | 4.2 | -9.3 | -0.7 |
| COC1=C(C)C(=O)C2=C(C1=O)C(CO)N1C(C#N)C3CC4C(C1C2N1CCOC41)N3C (centres undefined) | / | -2.8 | -5.7 | / | -2.7 | -12.1 | 2.4 | / |
| Clc1cccc(C2NCCc3[nH]cnc32)c1 (centres undefined) | / | -7.1 | / | -3.9 | 3.7 | / | -1.6 | 3.1 |
| CC(C)=CCN1CC[C@@]2(C)c3cc(O)ccc3C[C@@H]1C2C (some centres undefined) | 8.4 | -2.0 | -1.2 | -4.6 | -7.9 | / | 14.6 | 0.9 |
| Cc1cc(OC(=O)CCCNC(=O)OC(C)(C)C)c2c3c(c(=O)oc2c1)CCC3 | -17.0 | 19.1 | / | 6.3 | / | -8.7 | / | 4.2 |
| O=C1NC(=S)NC(=O)C1=Cc1ccc(OCc2ccccc2)cc1 | -10.3 | -9.7 | -0.2 | 2.5 | 9.2 | -24.0 | -0.8 | -10.4 |
| CC1(C)CCCN1CCC(C(N)=O)(c1ccccc1)c1ccccc1 | 2.8 | -11.3 | -2.4 | / | 1.8 | -4.5 | -26.4 | / |
| Cc1ccc(CC(=O)N2CCN(C)CC2)cc1 | 2.1 | 0.8 | -5.6 | -0.2 | / | -0.8 | 4.8 | 1.1 |
| CN1C(=O)C(=Cc2cc([N+](=O)[O-])ccc2N2CCCCC2)C(=O)N(C)C1=O | / | / | 1.5 | / | -3.0 | -8.7 | 7.4 | / |
| CN1CC(C(=O)c2ccc(Cl)cc2)C(c2ccccc2F)C1 (centres undefined) | / | / | -1.3 | / | -3.6 | -12.2 | -41.1 | / |
| CCCCn1c(=O)c(C(=O)NCc2ccccc2OC)c(O)c2ccccc21 | 5.4 | / | -1.0 | -7.9 | / | 5.4 | 13.0 | 0.0 |
| O=C(CN1CCCCC1)Nc1ccc(Br)cc1C(=O)c1ccccc1Cl | 21.6 | 0.6 | / | 2.4 | 11.8 | 5.5 | / | 5.9 |
| COC(=O)C1=C(c2ccc(OC(F)(F)F)cc2)C[C@@H]2CC[C@H]1N2C(=O)NCCOc1ccc(OC)cc1 | 128.2* | -0.6 | -0.9 | -0.9 | -8.0 | -5.9 | -12.1 | 5.2 |
| O=P(Nc1ccccc1)(Nc1ccccc1)Oc1ccc(Cl)cc1 | 41.7 | 321.9* | 0.7 | -2.3 | -6.9 | / | -54.6 | 1.1 |
| Oc1ccc(Cl)c(Cl)c1 | 6.5 | 1.2 | 1.4 | 1.7 | 2.1 | / | -2.5 | -0.6 |
| CCNC(=O)C1OC(n2cnc3c(N)ncnc32)C(O)C1O (centres undefined) | -5.1 | -1.6 | / | -6.2 | 7.9 | / | / | -2.6 |
| O=P(CN1CCN(c2ccccc2)CC1)(N1CCCCC1)N1CCCCC1 | 13.9 | -10.4 | / | -2.7 | 0.4 | / | / | -0.3 |
| CCc1nn(CC(=O)N2CCC3(CC2)OCCO3)c(=O)c2cccn12 | 7.8 | 3.8 | 1.4 | 0.3 | -13.5 | -9.4 | / | 0.3 |
| O=C1C2CCN(CC2)C1(CO)CO | 5.4 | 1.5 | -1.0 | 0.0 | -18.2 | 3.2 | 22.2 | 1.9 |
| Cc1ccc(S(=O)(=O)NP(=O)(Oc2ccccc2)Oc2ccccc2)cc1 | 4.4 | -1.0 | -0.2 | / | -17.3 | / | 4.3 | / |
| O=C1CN=C(c2ccccc2F)c2cc(Cl)ccc2N1 | 6.9 | -0.2 | -0.4 | 8.0 | -1.9 | -6.6 | / | -5.2 |
| COC(=O)[C@@H]1[C@@H](CO)[C@@H]2Cn3c(ccc(-c4cccc(F)c4)c3=O)[C@H]1N2Cc1cccnc1 | 6.2 | -7.4[16.7 µM] | -4.2 | -2.2 | / | / | 22.5 | -1.7 |
| Nc1c(C(=O)NCc2ccco2)c2nc3ccccc3nc2n1CCN1CCCCC1 | 18.4 | / | / | 0.4 | -1.3 | -7.2 | -7.6 | 4.2 |
| CC(=O)Nc1ccc(C(=O)C(Cc2ccccc2)N(C)C)cc1 (centres undefined) | -2.8 | -7.6 | 3.4 | 8.1 | 3.6 | 6.5 | / | 3.2 |
| CCCCCCCCn1sccc1=O | 2.1 | 0.6 | -0.1 | -2.4 | -5.3 | / | -7.6 | 0.7 |
| CCn1nc(/C=C/c2ccccc2)nc2c(=O)n(C)c(=O)nc1-2 | / | -3.5 | -4.0 | / | 69.2* | / | -13.9 | / |
| O=C(CCCc1ccccc1)NCCc1cnc[nH]1 | 9.1 | -8.9 | 0.5 | -0.3 | -1.5 | -4.5 | -4.9 | -1.3 |
| Cc1c(CCC(=O)N2C[C@H]3C[C@@H](C2)c2cccc(=O)n2C3)c(=O)oc2c(C)c(O)ccc12 | -7.1 | -1.4 | -0.1 | -0.9 | 5.3 | / | -8.7 | -0.5 |
| COc1ccc(CN2CCCC(C(=O)c3ccc(Cl)cc3)C2)c(OC)c1 (centres undefined) | 9.3 | -5.5 | -4.1 | 0.6 | 6.6 | 5.3 | 0.3 | 4.7 |
| CC1(C)N=C(c2ccccc2)[C@@H]2C(c3ccc([N+](=O)[O-])cc3)N21 (some centres undefined) | -2.8 | -0.3 | / | 1.4 | -8.7 | -1.2 | 4.5 | -1.1 |
| COc1ccc(/C=C2\C(=N\O)C3CCN2CC3)cc1 | / | -0.5 | / | 5.0 | 0.2 | 1.0 | / | -0.8 |
| CCC(=O)O[C@H]1CC[C@H]2[C@@H]3CCC4=CC(=O)CC[C@]4(C)[C@H]3CC[C@]12C | 1.6 | -5.5 | -1.7 | 4.6 | -16.4 | / | -13.4 | -0.8 |
| CCC(=O)c1cn(Cc2ccccc2)c2ccccc12 | -6.2 | -0.1 | -3.7 | 1.8 | -8.1 | 6.8 | 5.4 | -4.4 |
| CC(=NCC1CCCO1)c1c(O)n(Cc2ccccc2)c(=O)[nH]c1=O (centres undefined) | 8.3 | -3.3 | / | 1.8 | -1.6 | / | / | -5.1 |
| O=c1[nH]c(=O)n(Cc2ccccc2)c(O)c1C=Nc1ccc(CN2CCOCC2)cc1 | -16.3 | -9.0 | / | -5.1 | -1.0 | / | / | 1.5 |
| COc1ccc(C(CC(=O)c2ccc3c(c2)OCO3)c2c(O)c3ccccc3oc2=O)cc1OC (centres undefined) | 15.9 | 0.5 | -3.6 | 10.8 | / | -4.0 | 68.1 | -0.7 |

These rows are one share of the data; rates above refer to the full screens.
